G9a block – blocks human histone lysine methyltransferase G9a | Potency, µM (series often up to 102 µM), for the others: top-dose activity, negative = inhibition, usual class: inhibitors | hit rate 8.8% among 350,000 | Q96KQ7 | G9a H3K9 monomethylation, AlphaScreen, 2 h; further: potency means the concentration at half of the fitted maximal effect; on the % scale 0 is the no-effect control and ±100 the full control effect; nearly all actives have a fitted effect of over 75% in size
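AlphaScreen detection with an anti-monomethyl H3K9 antibody quantified product after a 2 h room-temperature reaction containing 500 nM biotinylated H3K9 peptide, 20 µM SAM and 20 nM enzyme, which had been preincubated 15 min with compound.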
PGK inhibitor – inhibitors of T. brucei phosphoglycerate kinase. PGK/GAPDH coupled, Kinase-Glo luminescence, 60 min. Potency, µM (doses to about 57.5 µM), for the others: at the highest dose activity change, negative = inhibition, hits mostly inhibitors. hit rate 0.043% among 380,000. AID 602233; further: potency means the concentration at half of the fitted maximal effect; on the % scale 0 is the no-effect control and ±100 the full control effect; nearly all actives have a fitted effect of over 60% in size
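Recombinant glycosomal PGK reaction used 1,3-bisphosphoglycerate generated in-well by GAPDH (100nM final) in 100mM TEA pH 7.6, 5mM MgCl2, 0.01% Tween-20. After 60 minutes at room temperature, ATP was read by Kinase-Glo Plus luminescence end-point.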
JMJD2A Tudor – JMJD2A Tudor domain (human) inhibition. O75164. Potency, µM (doses to about 114 µM), without a hit: at the top dose activity change, negative = inhibition, usual class: inhibitors. hit rate 4.4% among 390,000. AlphaScreen JMJD2A-Tudor / H3K4me3 peptide binding. AID 504339; further: potency means the concentration at half of the fitted maximal effect; on the % scale 0 is the no-effect control and ±100 the full control effect; nearly all actives have a fitted effect of over 50% in size
HP1b chromo inh – HP1-beta chromodomain-methylated histone interaction inhibition; AlphaScreen HP1-beta / biotin-H3K9me3 peptide binding; Potency, µM (titrated, usually from 114 µM), without a hit: at the top dose activity change, negative = inhibition, hits mostly inhibitors; hit rate 0.56% among 390,000; further: potency means the concentration at half of the fitted maximal effect; nearly all actives have a fitted effect of over 70% in size; inactives centre near 23
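HP1-beta protein (50 nM final) preincubated 30 min at room temperature with biotinylated H3(1-18)K9me3 peptide (50 nM) in PBS pH 7.4, 0.01% Tween-20, then compound added for 30 min. AlphaScreen streptavidin donor/nickel chelate acceptor beads (10 ug/mL final), 30 min dark, luminescence read.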
BAZ2B inh – inhibitors of human BAZ2B bromodomain; Q9UIF8; hit rate 4.4% among 360,000; AID 504333; AlphaScreen BAZ2B-H3K14Ac peptide displacement; Potency, µM (series often up to 114 µM), inactives show top-dose activity change, negative = inhibition, usual class: inhibitors; further: potency means the concentration at half of the fitted maximal effect; on the % scale 0 is the no-effect control and ±100 the full control effect; nearly all actives have a fitted effect of over 60% in size
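Complex of BAZ2B and biotin-H3K14Ac (50 nM apiece) forms over 30 min at RT, then faces library compounds up to 110 uM for another 30 min; AlphaScreen beads added, 20 min dark incubation, luminescence read.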
GLS inhibitor – glutaminase GLS (human) inhibition. O94925. GLS enzymatic activity, qHTS titration. Potency, µM (titrated, usually from 45.5 µM), without a hit: at the top dose activity change, negative = inhibition, most hits filed as inhibitors. hit rate 0.21% among 410,000. AID 624170; further: potency means the concentration at half of the fitted maximal effect; on the % scale 0 is the no-effect control and ±100 the full control effect
Target sequence (O94925 whole entry, looked up): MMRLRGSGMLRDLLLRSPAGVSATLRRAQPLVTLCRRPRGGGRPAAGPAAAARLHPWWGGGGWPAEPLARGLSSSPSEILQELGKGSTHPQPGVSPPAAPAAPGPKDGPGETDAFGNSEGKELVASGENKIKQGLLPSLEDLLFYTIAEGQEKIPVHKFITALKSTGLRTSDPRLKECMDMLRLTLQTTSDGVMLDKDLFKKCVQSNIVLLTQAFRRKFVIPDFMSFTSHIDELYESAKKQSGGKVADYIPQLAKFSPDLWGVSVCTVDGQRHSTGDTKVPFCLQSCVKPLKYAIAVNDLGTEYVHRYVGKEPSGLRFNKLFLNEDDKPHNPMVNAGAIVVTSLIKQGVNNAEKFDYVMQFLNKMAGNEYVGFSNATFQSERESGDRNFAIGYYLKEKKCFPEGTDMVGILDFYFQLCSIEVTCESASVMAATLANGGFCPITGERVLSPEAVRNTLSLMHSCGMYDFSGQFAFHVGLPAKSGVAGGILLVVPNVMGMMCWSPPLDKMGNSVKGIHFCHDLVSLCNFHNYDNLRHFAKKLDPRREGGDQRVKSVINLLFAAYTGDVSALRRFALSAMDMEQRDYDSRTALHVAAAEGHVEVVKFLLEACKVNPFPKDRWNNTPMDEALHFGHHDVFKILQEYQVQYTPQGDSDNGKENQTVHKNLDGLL
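hKGA in 45 mM KH2PO4 pH 8.2, 0.02% Tween-20 with pin-transferred compounds; 1 mM L-glutamine (stock) plus glutamate oxidase/HRP/Amplex Red coupling added. Fluorescence read initially and after 30 min at RT.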
PI4K2A inh – inhibitors of human PI4K2A. AID 1346378. purified PI4K2A, ADP-Glo luminescence, 1 h; stronger effect = lower value. hit rate 0.13% among 420,000. activity change, negative = inhibition, % at 76.9 µM. Q9BTU6; in the data active means activity change below about -50%; inconclusive means mostly about -30% to -49%;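 further: -100% = wells without enzyme as full effect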
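ADP-Glo luminescence measured ADP generated by PI4K2A enzyme (4 ug/mL before mixing) with 1.2 mM PI substrate (pre-mix) and 300 microM ATP (pre-mix). Tris pH7.5 buffer with MgCl2, Triton X-100; 1 h reaction at ambient temperature.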
Pin1 inhibitor – inhibitors of human Pin1 | Q13526 | Pin1 FP peptide displacement, HiFluor488, 10 min | Potency, µM (highest dose often 115 µM), inactives show top-dose activity, negative = inhibition, actives largely listed as inhibitors | hit rate 0.009% among 390,000; active means well fitted inhibition curve with a large enough effect in the polarisation, with a control signal flat, not every such curve was filed as active; inconclusive means small, poorly fitted or top-dose-only effect, or effect the other way, or a change in a side signal; inactive means no such curve, though single readings can be large or run the other way; the % refers to the polarisation; further: potency means the concentration at half of the fitted maximal effect; on the % scale 0 is the no-effect control and ±100 the full control effect
ERG-DNA inh – blocks human ERG Ets domain binding to DNA. fluorescence polarization, His-ERG Ets domain / labelled DNA. AID 624246. P11308. hit rate 0.028% among 370,000. Potency, µM (top dose mostly 76.9 µM), without a hit: at the top dose FP activity, negative = inhibition, actives largely listed as inhibitors; active means well fitted inhibition curve with a large enough effect in the polarisation, with a control signal flat; inconclusive means small, poorly fitted or top-dose-only effect, or effect the other way, or a change in a side signal; inactive means no such curve, though single readings can be large or run the other way; the % refers to the polarisation;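 further: polarization taken with two DNA probes labelled with fluorescein and Texas red; potency means the concentration at half of the fitted maximal effect; % of control where 0% means no effect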
Target sequence (P11308 whole entry, looked up, the tested form may be a part): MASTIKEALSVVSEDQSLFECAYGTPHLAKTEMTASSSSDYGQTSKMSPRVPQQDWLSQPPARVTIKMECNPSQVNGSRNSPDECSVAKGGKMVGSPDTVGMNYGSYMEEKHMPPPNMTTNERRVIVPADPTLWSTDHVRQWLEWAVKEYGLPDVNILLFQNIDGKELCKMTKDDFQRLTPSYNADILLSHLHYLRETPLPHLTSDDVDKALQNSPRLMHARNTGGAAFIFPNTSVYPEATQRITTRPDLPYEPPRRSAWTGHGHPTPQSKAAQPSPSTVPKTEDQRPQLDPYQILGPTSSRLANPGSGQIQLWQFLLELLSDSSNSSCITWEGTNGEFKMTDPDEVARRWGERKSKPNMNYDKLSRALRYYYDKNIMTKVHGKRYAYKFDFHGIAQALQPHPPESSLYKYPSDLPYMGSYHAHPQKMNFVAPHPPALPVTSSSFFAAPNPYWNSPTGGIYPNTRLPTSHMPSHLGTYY
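His-tagged ERG Ets domain (1 uM in the protein solution; 300mM KCl, 50mM Tris-HCl, 1mM EDTA, 1mM DTT, pH 7.5) received compound, then a probe mix of 5 nM fluorescein-DNA and 100nM Texas-615-DNA. Fluorescence polarization was read for both dyes.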
* marks the source's active call; other numbers are inactive results; i = inactive; ? = inconclusive; . = no result given; [ ] = dose if it differs, or a comment. Unless noted, the call rests on the fitted dose curve; in most records, active means well fitted curve in the direction sought with a large enough effect; inconclusive means small, poorly fitted or top-dose-only effect, or another doubt; inactive means no such curve, though single readings can be large; an effect the other way counts as inactive or inconclusive.

| # | G9a block | PGK inhibitor | JMJD2A Tudor | HP1b chromo inh | BAZ2B inh | GLS inhibitor | PI4K2A inh | Pin1 inhibitor | ERG-DNA inh | Structure |
| --- | --- | --- | --- | --- | --- | --- | --- | --- | --- | --- |
| 1 | ? | -1% | -27% | 1% | ? | -4% | 1 | 28% | 2% | CC(CNC(=O)CCc1cn(Cc2ccccc2Cl)c2ccccc12)c1ccccc1 (stereo unspecified) |
| 2 | 2%[59 µM] | -9% | -29% | 29% | -9% | 1% | -5 | -4% | 1% | COCCNc1ncnc2c1c(-c1ccccc1)cn2-c1ccc(C)c(Cl)c1 |
| 3 | -34% | 5% | -2% | 31% | -23% | -8% | 5 | -9% | -12% | Cc1ccccc1NC(=O)c1c([N+](=O)[O-])c(C(C)(C)C)nn1C |
| 4 | 27%[59 µM] | i | -19% | 12% | 10% | 5% | -1 | -4% | 1% | C/C(=N\O)C(=O)OC1CC(C)CCC1C(C)C (stereo unspecified) |
| 5 | -3%[12.7 µM] | 2% | -22% | 55%[activator] | 79µM* | 3% | 0 | -9% | 0% | CCOc1ccccc1CN1CCc2nc(N3CCN(C)CC3)ncc2C1 |
| 6 | 16%[2.33 µM] | 0% | -20% | 13% | -3% | 2% | -5 | 2% | 16% | O=c1cc(-c2ccccc2)cc(-c2ccccc2)n1CCCO |
| 7 | -5% | -5% | -5%[57.1 µM] | 70%[activator] | -18% | 45%[activator] | 1 | -2% | 1% | COC(=O)C1(C)NC(c2ccc(O)cc2)C2C(=O)N(c3ccc4c(c3)OCCO4)C(=O)C21 (stereo unspecified) |
| 8 | . | 4% | -20% | 27% | . | 5% | -3 | -16% | 3% | COC(=O)C(Cc1ccc(O)cc1)NC(=O)Cn1cc(C)c(=O)[nH]c1=O (stereo unspecified) |
| 9 | -16%[2.33 µM] | 7% | -7% | 21% | -2% | 42%[activator] | -1 | 0% | 0% | COc1ccc(N2CCN(C(=O)C3CCCO3)CC2)cc1 (stereo unspecified) |
| 10 | -19% | 2% | -5% | 53%[activator] | -4% | 2% | -1 | -7% | 4% | CCc1ccc(C2N(c3ccc(OC)cc3)C(=O)C3CCCN32)cc1 (stereo unspecified) |
| 11 | -41%[59 µM] | -2% | 15% | 22% | -29% | -2% | 4 | 0% | -7% | CCCCN(C)CCCNC(=O)c1ccc2c(c1)NC(=O)C(N1CCOCC1)S2 (stereo unspecified) |
| 12 | 33%[activator] | 2% | -5% | 1% | 7% | 6% | 1 | 15% | 4% | CCOc1ccccc1NC(=O)COc1ccc(S(=O)(=O)N2CCCC2)cc1 |
| 13 | 8% | -4% | -9% | 28% | -18% | -4% | 7 | -1% | -9% | COc1ccc(/C=N/S(=O)(=O)c2ccccc2)cc1OC |
| 14 | ? | 4% | 7% | 28% | -12% | 3% | 4 | 1% | -3% | COc1ccc(CCNC(=O)CC2SC(=NCc3ccccc3)NC2=O)cc1 (stereo unspecified) |
| 15 | -2%[2.33 µM] | -2% | ? | ? | ? | 1% | 2 | -13% | 0% | COc1ccc(OCCCC(=O)OC(C)C(=O)Nc2ccccc2[N+](=O)[O-])cc1 (stereo unspecified) |
| 16 | . | -6% | -9% | -15% | -4% | -4% | 1 | 3% | 1% | COC(=O)c1sccc1S(=O)(=O)Nc1ccc(S(N)(=O)=O)cc1 |
| 17 | 13%[59 µM] | -2% | -26% | 9% | 5% | -5% | 2 | 11% | 1% | COc1cccc2cc(-c3nnc(Nc4ccccc4C)s3)c(=O)oc12 |
| 18 | -21%[2.33 µM] | 3% | -9% | 14% | 0% | 4% | -3 | 4% | . | CN(C(=O)COC(=O)c1cc(=O)[nH]c2ccccc12)C1CCCCC1 |
| 19 | ? | 2% | 36% | 18% | -6% | 5% | 0 | -1% | -1% | Fc1ccc(-c2ccnc3nc(N4CCOCC4)nn23)cc1 |
| 20 | 12% | 0% | -21% | 26% | -24% | -7% | -4 | 0% | 0% | COc1ccccc1C(=O)Nc1c2c(nn1-c1ccc(Cl)cc1)CS(=O)(=O)C2 |
| 21 | 20%[59 µM] | 0% | -8% | 34%[activator] | 0% | -10% | -1 | -4% | 3% | COc1ccc(CC(=O)N2CCNC2=O)cc1 |
| 22 | ? | -7% | -28% | 32% | -4% | -1% | 0 | -4% | -1% | O=C(CSc1nc(-c2ccco2)cc(C(F)(F)F)n1)N1CCN(Cc2ccccc2)CC1 |
| 23 | 8.9µM* | 0% | 79µM* | 27% | ? | 48%[activator] | -25 | ? | 4% | O=c1[nH]c(C(Cl)Cl)nc2sc3c(c12)CCN(Cc1ccccc1)C3 |
| 24 | 37% | i | -3% | 37% | -15% | 12% | 9 | -2% | 6% | O=C(CC1CC2CCC1C2)OCC(=O)c1c[nH]c2ccccc12 (stereo unspecified) |
| 25 | 50µM* | -3% | ? | -23% | ? | 3% | 3 | 2% | -9% | Cc1ccc(C(=O)NCC(c2ccco2)N2CCc3ccccc32)cc1 (stereo unspecified) |
| 26 | ? | -5% | -16% | 39% | -5% | 16% | -3 | 0% | 5% | CCOc1ccc(C2NC(=O)C(C#N)=C(S)N2c2cccc(C)c2)cc1OC (stereo unspecified) |
| 27 | 13% | 0% | -16% | 27% | 10% | 0% | -5 | 5% | 8% | O=C(Cn1c(COc2ccccc2)nc2ccccc21)Nc1cccc(Cl)c1 |
| 28 | ? | . | 2% | 11% | 4% | -3% | 6 | -1% | 0% | O=C(CSc1nnnn1C1CCCC1)N1CCN(C(=O)c2ccco2)CC1 |
| 29 | -1% | -6% | 17% | 38%[activator] | -30% | 1% | 13 | 3% | -6% | CC1CC(C)CN(c2ncc3c(n2)CC(c2ccccc2)CC3=O)C1 (stereo unspecified) |
| 30 | -5% | i | -8% | 22% | 3% | -10% | -3 | -3% | 1% | CN(CC(=O)Nc1ccc2c(c1)OCCO2)S(=O)(=O)c1ccc(F)cc1 |
| 31 | -4%[0.0925 µM] | 0% | -34% | -9% | -5% | 22% | -3 | 2% | . | CC(=O)Nc1cccc(-c2csc(Nc3cccc(C)n3)n2)c1 |
| 32 | -15% | -7% | -21% | 17%[57 µM] | -14% | -12% | -1 | 0% | 8% | O=C(CCc1nnc2ccc(NCc3ccccc3)nn12)NCC1CCN(C2CCCC2)C1 (stereo unspecified) |
| 33 | ? | -5% | -21% | 15% | -3% | 25% | -2 | 18% | . | O=C(Nc1cccc(-c2nnn(CC(=O)N3CCc4ccccc4C3)n2)c1)C1CCC1 |
| 34 | -36%[2.33 µM] | 3% | -22% | 10% | -26% | 4% | 4 | -4% | -10% | CCOc1ccc(OCC)c(NC(=O)C2CCCN(c3ncccn3)C2)c1 (stereo unspecified) |
| 35 | -12%[59 µM] | -1% | -10% | 55%[activator] | -11% | -4% | -3 | 1% | ? | COc1cccc(OC)c1C(=O)Nn1c(-c2cccs2)nc2ccccc2c1=O |
| 36 | 5%[59 µM] | -9% | -6% | 58%[activator] | -5% | 3% | 2 | -7% | 0% | Cc1nc2nc[nH]n2c(=O)c1CCC(=O)Nc1ccc(F)cc1 |
| 37 | 10%[59 µM] | 1% | -25% | 19% | ? | -12% | 0 | -1% | -6% | Cc1nn(-c2ccc(N3CCCCC3)nn2)c(C)c1CCC(=O)NCc1ccccc1F |
| 38 | -25%[59 µM] | 0% | 0% | 21% | -20% | -18% | 1 | 22% | 6% | CSc1ccc(CCNC(=O)Cn2ccc3cc(S(=O)(=O)N4CCCCCC4)ccc32)cc1 |
| 39 | 14% | -4% | -8% | 55%[activator] | 1% | -2% | 8 | -1% | -6% | CCC1CCCCN1CCCNC(=O)c1cn(C)c2ccc(S(=O)(=O)N3CCOCC3)cc2c1=O (stereo unspecified) |

Arranged by heavy-atom count (lowest first): some entries from above
| # | G9a block | PGK inhibitor | JMJD2A Tudor | HP1b chromo inh | BAZ2B inh | GLS inhibitor | PI4K2A inh | Pin1 inhibitor | ERG-DNA inh | Structure |
| --- | --- | --- | --- | --- | --- | --- | --- | --- | --- | --- |
| 36 | 5%[59 µM] | -9% | -6% | 58%[activator] | -5% | 3% | 2 | -7% | 0% | Cc1nc2nc[nH]n2c(=O)c1CCC(=O)Nc1ccc(F)cc1 |
| 30 | -5% | i | -8% | 22% | 3% | -10% | -3 | -3% | 1% | CN(CC(=O)Nc1ccc2c(c1)OCCO2)S(=O)(=O)c1ccc(F)cc1 |
| 34 | -36%[2.33 µM] | 3% | -22% | 10% | -26% | 4% | 4 | -4% | -10% | CCOc1ccc(OCC)c(NC(=O)C2CCCN(c3ncccn3)C2)c1 (stereo unspecified) |
| 35 | -12%[59 µM] | -1% | -10% | 55%[activator] | -11% | -4% | -3 | 1% | ? | COc1cccc(OC)c1C(=O)Nn1c(-c2cccs2)nc2ccccc2c1=O |
| 33 | ? | -5% | -21% | 15% | -3% | 25% | -2 | 18% | . | O=C(Nc1cccc(-c2nnn(CC(=O)N3CCc4ccccc4C3)n2)c1)C1CCC1 |
| 37 | 10%[59 µM] | 1% | -25% | 19% | ? | -12% | 0 | -1% | -6% | Cc1nn(-c2ccc(N3CCCCC3)nn2)c(C)c1CCC(=O)NCc1ccccc1F |
| 32 | -15% | -7% | -21% | 17%[57 µM] | -14% | -12% | -1 | 0% | 8% | O=C(CCc1nnc2ccc(NCc3ccccc3)nn12)NCC1CCN(C2CCCC2)C1 (stereo unspecified) |
| 39 | 14% | -4% | -8% | 55%[activator] | 1% | -2% | 8 | -1% | -6% | CCC1CCCCN1CCCNC(=O)c1cn(C)c2ccc(S(=O)(=O)N3CCOCC3)cc2c1=O (stereo unspecified) |
